APE1 inh – inhibitors of human APE1 endonuclease; AID 2517; Potency, µM (highest dose often 65.8 µM), without a hit: at the top dose activity change, negative = inhibition, actives largely listed as inhibitors; actives 0.35% (n = 350,000); recombinant APE1, TAMRA/BHQ-2 abasic DNA cleavage fluorescence; P27695;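 also: potency is read from the fitted curve at half-maximal effect; plate controls were vehicle for no effect and reference inhibitor for full effect; nearly all actives have a fitted effect of over 55% in size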
Target sequence (P27695 whole entry, looked up): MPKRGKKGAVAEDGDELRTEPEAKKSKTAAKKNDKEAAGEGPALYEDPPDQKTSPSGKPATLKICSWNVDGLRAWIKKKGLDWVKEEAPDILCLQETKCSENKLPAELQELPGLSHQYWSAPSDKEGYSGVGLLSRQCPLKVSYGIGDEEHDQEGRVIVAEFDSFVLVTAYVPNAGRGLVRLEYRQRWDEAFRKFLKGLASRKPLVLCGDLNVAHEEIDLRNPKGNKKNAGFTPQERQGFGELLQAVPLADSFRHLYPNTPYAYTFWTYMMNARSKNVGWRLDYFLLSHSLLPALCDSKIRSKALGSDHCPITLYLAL
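APE1 at 0.75 nM preincubated 15 min at room temperature with compound. Reaction then started with 50 nM double-stranded THF-abasic substrate labelled with TAMRA/BHQ-2, and 525/598 nm fluorescence read kinetically. Activity taken as third-minus-first read difference, normalized to DMSO and NSC13755 controls.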
POLB inh – inhibitors of human DNA polymerase beta | Pol beta primer extension/strand displacement, fluorescence kinetic | Potency, µM (top dose mostly 114 µM), inactives show at the highest dose activity change, negative = inhibition, usual class: inhibitors | actives 1.3% (n = 340,000); also: potency is read from the fitted curve at half-maximal effect; % is scaled to controls: 0 for no effect and ±100 for the full control effect
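Enzyme-only controls used 10 nM Pol beta; buffer lacking enzyme served as negative control. Compound preincubated 15 min, then 50 nM substrate added; 0 and 10 min reads at room temperature.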
POLK inh – DNA polymerase kappa (human) inhibition. Potency, µM (top dose mostly 107 µM), without a hit: top-dose activity, negative = inhibition, hits mostly inhibitors. purified Pol kappa, fluorescent DNA synthesis assay, 10 min. actives 0.53% (n = 400,000). Q9UBT6; also: potency is read from the fitted curve at half-maximal effect; % is scaled to controls: 0 for no effect and ±100 for the full control effect
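Activity was followed as the change in fluorescence between reads at 0 and 10 min after starting the reaction with 50 nM substrate. Beforehand, 10 nM polymerase had been preincubated with compound for 15 min at room temperature.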
LDHA block – inhibitors of human lactate dehydrogenase A; AID 1347041; purified LDHA, NADH/diaphorase-resazurin fluorescence; stronger effect = lower value; activity change, % (values are at about 110 or 230 µM); P00338; actives 0.15% (n = 480,000); in the data active = activity change below about -30%; inconclusive = mostly about -25% to -30%;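 also: plate controls were DMSO wells for no effect and wells without enzyme for full effect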
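LDH5 2 nM; NADH 0.06 mM, pyruvate 0.2 mM; 200 mM Tris pH 7.4, EDTA, Tween-20; 5 min RT. Detection: diaphorase 0.133 mg/mL + resazurin 37 µM, fluorescence ex540/em590 at 0 and 20 min; normalized to enzyme-free and DMSO wells.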
Pol eta inh – DNA polymerase eta (human) inhibition; Q9Y253; recombinant Pol eta, fluorescent DNA replication assay; Potency, µM (top dose mostly 114 µM), without a hit: at the top dose activity change, negative = inhibition, hits mostly inhibitors; actives 1.2% (n = 390,000); also: potency is read from the fitted curve at half-maximal effect; % is scaled to controls: 0 for no effect and ±100 for the full control effect
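Pol eta at 10 nM preincubated with compounds 15 min at room temperature; reaction started with fluorescent substrate (50 nM final) and read kinetically at 0 and 10 min.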
POLI inh – blocks human DNA polymerase iota activity. Potency, µM (doses to about 115 µM), for inactives: at the highest dose activity, negative = inhibition, most hits filed as inhibitors. Pol iota fluorescent replication assay, 10 min. actives 1% (n = 390,000); also: potency is read from the fitted curve at half-maximal effect
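Pol iota at 10 nM preincubated 15 min with compounds at room temperature; reaction started with fluorescent substrate, 50 nM final. Fluorescence read kinetically at 0 and 10 min; buffer-only wells as negative control.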
Apoferritin bind – candidate novel general anesthetic via apoferritin binding; Potency, µM (titrated, usually from 77.5 µM), without a hit: at the top dose activity change, negative = displacement, actives largely listed as inhibitors; AID 485281; apoferritin/1-aminoanthracene competitive binding, fluorescence; actives 0.074% (n = 350,000); also: potency is read from the fitted curve at half-maximal effect; % is scaled to controls: 0 for no effect and ±100 for the full control effect; nearly all actives have a fitted effect of over 20% in size
Target sequence (P02791 2-175 limits assumed): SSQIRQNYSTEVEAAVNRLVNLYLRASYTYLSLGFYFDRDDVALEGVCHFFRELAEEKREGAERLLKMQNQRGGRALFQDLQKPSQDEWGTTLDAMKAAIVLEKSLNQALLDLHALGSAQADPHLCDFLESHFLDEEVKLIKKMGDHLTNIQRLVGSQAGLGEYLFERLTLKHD
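Horse-spleen apoferritin (10 uM) in 50% saturated 1-aminoanthracene in PBS was incubated 10 min at room temperature with compound. Fluorescence (ex 380, em 535 nm) was normalized to free and bound 1-AMA, with concentration-response fitted by a four-parameter Hill equation.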
BLM inh – blocks DNA unwinding by human BLM helicase | recombinant BLM DNA unwinding, fluorescence dequenching | Potency, µM (titrated, usually from 56.1 µM), for inactives: at the highest dose activity change, negative = inhibition, actives largely listed as inhibitors | actives 0.2% (n = 350,000);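 also: potency is read from the fitted curve at half-maximal effect; plate controls were vehicle for no effect and no enzyme for full effect; nearly all actives have a fitted effect of over 35% in size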
GRP78 ERSR act – inducers of ER stress response in human glioma cells; U87-MG GRP78 promoter luciferase reporter, 16 h; Potency, µM, without a hit: at the highest dose activation, actives largely listed as activators; actives 0.02% (n = 420,000); also: potency is read from the fitted curve at half-maximal effect; series mostly up to about 76 µM; % of control where 0% means no effect; nearly all actives have a fitted effect of over 35% in size
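Stably transfected U87-MG glioma cells carrying a GRP78-based luciferase sensor; 16 h compound incubation. Luminescence end-point read 10 min after Bright-Glo addition at room temperature.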
Starred values were filed as active, the others as inactive; ? = inconclusive; nt = no result given; & = joins results of further samples; [ ] = remark or other dose. Unless noted, calls follow the shape of the dose curve; as a rule, active = well fitted curve in the direction sought with a large enough effect; inconclusive = small, poorly fitted or top-dose-only effect, or another doubt; inactive = no such curve, though single readings can be large; an effect the other way counts as inactive or inconclusive. An excerpt; the hit share may differ from the screen's.

SMILES,APE1 inh,POLB inh,POLK inh,LDHA block,Pol eta inh,POLI inh,Apoferritin bind,BLM inh,GRP78 ERSR act
COc1cccc2cc(C(=O)Nc3ccc(F)c(F)c3)c(=O)oc12,nt,28%,3%,2,-5%,-19%,-5%,0%,-1%
O=C(Cc1ccc(-c2ccccc2)cc1)OCC(=O)N1CCCC1=O,12%,-6%,-9%,-11,1%,-18%,-18%,0%,-4%
O=C(O)CCCC(=O)N1CCN(c2nc(-c3ccccc3)c3ccccc3n2)CC1,1%,11%,2%,-2,0%,11%,101%[activator],3%,-3%
Cc1cc(C)c(C2=CC(=O)C[C@H](c3ccc4c(c3)OCO4)C2)c(C)c1,9%,nt,-2%,1,-8%,12%,nt,nt,-2%
CS(=O)(=O)c1nc(S(=O)(=O)c2ccc(Cl)cc2)c(N2CCC(O)CC2)s1,59%[activator],12%,-3%,-4,-2%,3%,-7%,1%,-5%
CC(C)n1cc(/C=C2/NC(=O)NC2=O)c2ccccc21,-7%,29%,2%,-5,-13%,-19%,-5%,-13%,0%
O=C(Nc1cccc(S(=O)(=O)N2CCOCC2)c1)C1CCCC1,-15%,nt,0%,-7,-1%,18%,nt,nt,-4%
CN(C)c1ccc(/C=[N+](\[O-])C2N(c3ccccc3)C(=S)SC2(C)C)cc1 (configuration not stated),3%,5%,1%,0,-11%,3%,-6%,-1%,-1%
Cc1ccc(C(=O)NC2CCS(=O)(=O)C2)cc1S(=O)(=O)N1CCCCCC1 (configuration not stated),-4%,19%,9%,4,-14%,33%[activator],-9%,-1%,-1%
CCCN1Cc2cccc(C(=O)NCc3ccccc3OC)c2C1=O,-4%,1%,-10%,-6,3%,5%,-13%,-3%,-6%
CCC[C@@H]1C[C@@H](C(=O)N[C@H]([C@@H](C)O)[C@H]2O[C@H](SC)[C@H](O)[C@@H](O)C2O)N(C)C1 (some centres not stated),15%,20%,-77%,-8,?,?,3%,-2%,0%
Cc1cc(Cl)ccc1OCCCC(=O)OCC(=O)Nc1cccc(S(N)(=O)=O)c1,-18%,nt,-10%,3,?,15%,nt,nt,-6%
Cc1cc(C(=O)NC2CCCc3c2cnn3-c2ccc(C(C)(C)C)cc2)nn1C (configuration not stated),-9%,?,-7%,-2,-7%,2%,-19%,-5%,-2%
COc1ccc(-c2noc(CNC(=O)c3ccc4c(c3)OCO4)n2)cc1,21%,-9%,-9%,-19,-8%,24%,4%,-4%,-2%
Cc1ccc(C)c(OCCC(=O)OCC(=O)c2ccc3c(c2)NC(=O)CO3)c1,10%,nt,0%,1,-12%,17%,nt,nt,-2%
CCN(CC)S(=O)(=O)c1ccc(C(=O)Nc2ccc3c(c2)OCO3)cc1,14%,14%,-2%,7,-14%,83%[activator],-19%,-5%,4%
COc1ccc(NC(=O)CCN2CCOCC2)c(OC)c1,-3%,3%,-13%,4,-22%,125%[activator],-3%,-6%,-2%
O=Cc1ccc(OCC(=O)NCC2CCCO2)cc1 (configuration not stated),12%,2%,5%,-3,-5%,32%[activator],0%,-5%,-3%
C#CCNC(=O)C1=C[C@@H](C2CCCCC2)C[C@@H](OCCCCO)O1,14%,2%,0%,2,-3%,10%,-15%,-8%,-3%
COc1ccc(-n2nc(C(=O)NCCc3ccc(OC)c(OC)c3)c3c4ccccc4n(C)c3c2=O)cc1,nt,5%,-16%,0,-14%,21%,6%,-7%,-7%
O=c1cc(-c2ccccc2)c2ccccc2[nH]1,5%,8%,-15%,-5,-10%,?,-19%,1%,0%
CN(C)C(=O)NC(NC(=S)Nc1ccccc1)C(Cl)(Cl)Cl (configuration not stated),-2%,59%,-8%,-3,-16%,23%,-7%,0%,1%
CCCCCn1c(SCC(=O)c2ccccc2)nc2cc(C(=O)NCc3ccco3)ccc2c1=O,15%,8%,-10%,-8,2%,19%,-7%,-2%,1%
O=C(Nc1ccc(F)cc1)c1ccc(Cn2cnnn2)cc1,1%,16%,8%,-7,-9%,117%[activator],0%,-2%,1%
CSc1nc(O)c(C(c2ccccc2)c2c(O)nc(SC)[nH]c2=O)c(=O)[nH]1,33%,5%,4%,1,-13%,4%,24%,1%,-4%
Cc1ccccc1NC(=O)CCN1C(=O)c2ccccc2C1=O,23%,1%,-11%,-5,-1%,126%[activator],-3%,-2%,-2%
Cc1c(C(=O)Nc2c(F)cccc2F)sc2ncn(CC(=O)N3CCCCC3)c(=O)c12,-15%,12%,-10%,-4,-3%,33%[activator],3%,-1%,-5%
NS(=O)(=O)c1ccc(N/N=C/c2cn(-c3ccccc3)nc2-c2cccs2)c([N+](=O)[O-])c1,-5%,-1%,-30%,-10,5%,24%,-10%,-17%,-16%
COCCn1c(SCC(=O)Nc2cccc(NC(C)=O)c2)nc2c([nH]c3ccccc32)c1=O,-13%,?,-4%,-7,6%,?,7%,-9%,-4%
Cc1c(NC(=O)c2ccccc2N)cccc1C(=O)O,16%,33%,3%,-2,8%,11%,-2%,0%,-5%
CC(=O)C1=C(c2ccccc2)NC(=O)NC1c1ccc2c(c1)OCO2 (configuration not stated),9%,9%,-6%,-3,11%,105%[activator],-8%,-5%,-1%
CCCOc1ccc(N2CC(C(=O)NCCc3ccc(OC)c(OC)c3)CC2=O)cc1 (configuration not stated),15%,38%,-7%,-1,-26%,139%[activator],-7%,-2%,0%
COc1ccc(Nc2nc(C)cc(=O)[nH]2)cc1,-4%,-22%,-11%,-4,5%,7%,-7%,5%,-7%
CCOc1ccc(N2C(=O)CC(SC(=NC)Nc3cccc(F)c3)C2=O)cc1 (configuration not stated),-6%,23%,-7%,-5,-3%,-3%,-5%,-2%,0%
CCCOc1ccc(CNC(=S)NCc2ccc(OC(C)C)cc2)cc1,-1%,-2%,2%,2,-15%,5%,-9%,-4%,-5%
Cc1ccccc1NC(=O)N1CCCN(c2ccc(C#N)cn2)CC1,1%,31%,-14%,0,-12%,145%[activator],-3%,-3%,4%
CCC(Cc1ccccc1)NC(=O)CN1C(=O)COc2ccc(S(=O)(=O)N3CCCCCC3)cc21 (configuration not stated),nt,10%,-14%,-8,-9%,0%,3%,-2%,-2%
CN(C)CCOCCOc1ccc(Cl)cc1Br,-5%,7%,12%,-18,-8%,43%[activator],-10%,-9%,-3%
CCOCCCNC(=O)CN1C(=O)COc2ccc(S(=O)(=O)N3CC(C)CC(C)C3)cc21 (configuration not stated),20%,2%,-3%,-1,-29%,46%[activator],-13%,-6%,-2%
CCCCN1C(=S)NC[C@@H]1Cc1ccc(O)cc1,3%,-20%,4%,-3,-12%,4%,-5%,-3%,1%

Results in BLM inh (2 entries from above):
compound | BLM inh
CCC(Cc1ccccc1)NC(=O)CN1C(=O)COc2ccc(S(=O)(=O)N3CCCCCC3)cc21 (configuration not stated) | -2%
COc1ccc(NC(=O)CCN2CCOCC2)c(OC)c1 | -6%

(listing goes on)
SMILES,APE1 inh,POLB inh,POLK inh,LDHA block,Pol eta inh,POLI inh,Apoferritin bind,BLM inh,GRP78 ERSR act
CC1(C)OCC(C2CC(c3ccccc3)NS(=O)(=O)O2)O1 (configuration not stated),-7%,1%,5%,-2,-9%,18%,-5%,2%,-3%
Nc1[nH]n2c(=O)cc(-c3ccccc3)nc2c1N=Nc1ccc(S(N)(=O)=O)cc1,8.9µM*,-24%,-31%,-1,-13%,35%[activator],-16%,-14%,-3%
Cc1c(-c2cc(C(=O)O)c3ccccc3n2)cnn1C,1%,8%,-17%,-2,-14%,10%,1%,0%,-4%
CCOc1ccc(CCNC(=O)c2cc3c(=O)n(C)c4ccccc4c3n2C)cc1,nt,13%,-3%,1,-16%,15%,-7%,-5%,-3%
CNC(=O)C1(C(F)(F)F)CC(CCCO)CCCO1 (configuration not stated),-2%,nt,-22%,nt,nt,-10%,1%,4%,-6%
CCn1nnc(-c2ccccc2NS(=O)(=O)c2ccc(C(=O)OC)cc2)n1,-7%,16%,-8%,-3,4%,-13%,5%,-1%,-4%
CC(C)(C)N(Cc1ccccc1)C(=O)c1cc2ccccc2o1,35%,-1%,-10%,-13,-26%,22%,-21%,-9%,-3%
CCCNC(=O)C1(CC2CC(c3ccccc3)=NO2)CCNCC1 (configuration not stated),nt,nt,0%,-3,-14%,7%,nt,nt,-5%
COc1ccccc1C(=O)Nc1ccc2c(c1)nc1n2CCN(C2CCCCC2)C1,13%,9%,-2%,-4,-1%,10%,2%,-5%,3%
CCOc1ccccc1C(=O)N1CCN=C1SC,-1%,2%,-8%,0,-3%,2%,7%,-2%,-4%

Filtered by structure, those above with a tert-butyl group.
SMILES,APE1 inh,POLB inh,POLK inh,LDHA block,Pol eta inh,POLI inh,Apoferritin bind,BLM inh,GRP78 ERSR act
Cc1cc(C(=O)NC2CCCc3c2cnn3-c2ccc(C(C)(C)C)cc2)nn1C (configuration not stated),-9%,?,-7%,-2,-7%,2%,-19%,-5%,-2%
CC(C)(C)N(Cc1ccccc1)C(=O)c1cc2ccccc2o1,35%,-1%,-10%,-13,-26%,22%,-21%,-9%,-3%

Next section.
SMILES,APE1 inh,POLB inh,POLK inh,LDHA block,Pol eta inh,POLI inh,Apoferritin bind,BLM inh,GRP78 ERSR act
CC(C)n1nc(C(=O)NCCCN2CCCC2=O)c2ccccc2c1=O,14%,24%,-12%,-4&-9,-6%,15%,3%,-1%,-5%
Cc1cc(Br)ccc1NC(=O)COC(=O)c1ccccc1OCC(N)=O,nt,nt,-6%,3,nt,3%,nt,nt,-10%
COC(=O)c1nc(-c2ccc(C)cc2)oc1N(C)C,3%,-1%,-6%,-5,1%,10%,-7%,0%,1%
Cc1ccc(S(=O)(=O)N2CCOCC2)cc1NC(=O)COC(=O)Cc1cccs1,7%,nt,-13%,-8,-3%,-24%,nt,nt,-3%
O=C(NCc1ccco1)c1cnn2c(C(F)(F)F)cc(-c3cccs3)nc12,-1%,0%,-6%,-7,?,8%,5%,-3%,-6%

Screening results from PubChem BioAssay.
